Compound activity deposited in PubChem BioAssay by Broad Institute.
STK33 kinase inh: inhibitors of purified STK33 kinase, primary screen, biochemical, ADP-Glo luminescence, homogeneous, cell-free; Serine/threonine-protein kinase 33 (Homo sapiens), Q9BYT3; MBP phosphorylation; inhibition, % at 10 µM; actives 0.073% (n = 320,000); AID 2661, 2010;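 active = inhibition at or above 25%, using the most active replicate where run in duplicate; inactive = inhibition below 25%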
Target sequence (Q9BYT3 whole entry, looked up): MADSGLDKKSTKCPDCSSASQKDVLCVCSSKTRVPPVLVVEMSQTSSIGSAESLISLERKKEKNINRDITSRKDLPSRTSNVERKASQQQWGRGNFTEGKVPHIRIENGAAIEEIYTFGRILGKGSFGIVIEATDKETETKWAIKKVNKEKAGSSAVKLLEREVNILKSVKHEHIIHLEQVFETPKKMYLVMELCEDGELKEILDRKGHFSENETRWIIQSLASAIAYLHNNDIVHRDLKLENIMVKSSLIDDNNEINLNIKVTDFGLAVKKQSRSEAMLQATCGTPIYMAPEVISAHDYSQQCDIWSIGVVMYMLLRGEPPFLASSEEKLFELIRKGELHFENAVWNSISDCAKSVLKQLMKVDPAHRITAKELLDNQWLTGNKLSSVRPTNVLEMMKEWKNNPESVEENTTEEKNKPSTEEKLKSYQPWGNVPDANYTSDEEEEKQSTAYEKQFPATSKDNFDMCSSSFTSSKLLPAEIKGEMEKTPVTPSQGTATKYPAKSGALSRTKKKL
An asterisk follows results filed as active.

SMILES	STK33 kinase inh
COc1ccc(C(=O)OCC#CCSc2nnc(-c3cccc4ccccc34)o2)cc1	0.1
CCOC(=O)C1CCCN(C(=O)c2ccc3[nH]c4c(c3c2)CC(C)CC4)C1 (stereo not drawn)	1.0
O=C(Nc1ccc2c(c1)OCO2)C1CC1	0.4
Nn1c(SCC(=O)Nc2ccc3c(c2)CCC3)nnc1C1CC1	-1.5
CCOc1ccccc1OCC(=O)Nc1cc(C)on1	-0.1
O=C(COC(=O)/C=C/c1ccccc1)NC(=O)NC1CCCCC1	-0.4
c1coc(CSSCc2ccco2)c1	-1.5
CCCn1c(N)c(C(=O)CSc2n[nH]c(-c3ccccc3F)n2)c(=O)n(C)c1=O	-0.1
CSc1ccccc1NC(=O)CN(C)C(=O)COc1cccc2cccnc12	-0.9
O=S(=O)(c1ccc(SCCOc2cccc(Br)c2)nc1)N1CCCC1	-0.9
CCN(c1ccccc1)S(=O)(=O)c1ccc(OC)c(NC(=O)C2CC2)c1	-0.7
CC(C)N(Cc1nnc(-c2ccc(Cl)cc2)o1)C(=O)c1cc2ccccc2o1	-0.8
COc1cc(OC)cc(-c2cc3cc4c(cc3cn2)OCO4)c1	0.1
CC(C)Oc1ccc(S(=O)(=O)N2CCCCC2)cc1NC(=O)CN1CCCC1c1cccs1 (stereo not drawn)	-1.1
CC(=O)Nc1ccc(S(=O)(=O)NCCC(=O)N2CCC(Cc3ccccc3)CC2)cc1	-0.2
COC(=O)[C@@H](CC(C)C)N(Cc1ccccc1)S(=O)(=O)N(Cc1ccccc1)[C@@H](CC(C)C)C(=O)OC	-0.2
COc1ccc(C2=Nn3c(nnc3-c3ccccc3Cl)SC2)cc1OC1CCCC1	-1.2
C[C@]12C=C[C@H](O)CC1=CCC1C2CC[C@@]2(C)C1CCC21OCCO1 (stereo partly drawn)	0.9
Cn1c(N)c(C(=O)COC(=O)/C=C/c2cccc(F)c2)c(=O)n(C)c1=O	-0.2
CC(=O)c1cccc(NC(=O)C(C)OC(=O)CN2C(=O)NC(C)(C)C2=O)c1 (stereo not drawn)	-1.9
CC[C@@H]1C/C=C\Cc2ccccc2[C@@H](C(=O)C[C@@H](O)CC(C)=O)OC1=O	-1.3
N#Cc1ccc(NC(=O)COC(=O)c2ccc(F)c(S(=O)(=O)N3CCOCC3)c2)cc1	-0.9
COc1ccc(NC(=O)COC(=O)CN2C(=O)NC(C)(C)C2=O)cc1	-0.9
O=C(/C=C/c1ccc(OC(F)F)cc1)OCC(=O)N1CCC(c2ccccc2)=N1	0.9
COC(=O)[C@]1(C)N[C@H](CN(C)C(=O)Nc2ccc(OC)cc2)[C@@H]2C(=O)N(C)C(=O)[C@@H]21	-0.1
CC1CCCC(NC(=O)CN2CCN(S(=O)(=O)c3cccs3)CC2)C1C (stereo not drawn)	0.7
Cc1cc(C)n(CC(=O)NNC(=O)COc2ccc(Br)cc2F)n1	-1.2
CC(=O)Nc1ccc(S(=O)(=O)NCCC(=O)NCCCc2ccccc2)cc1	-0.3
O=c1oc(C2(O)CCCCC2)cc2ccc(/C=C/c3ccc(F)cc3)cc12	0.0
CC(=O)c1cccc(OCC(=O)N(C)CC(=O)NCc2ccco2)c1	-0.7

Arranged by SMILES length (high to low): some entries from above.
SMILES	STK33 kinase inh
COC(=O)[C@@H](CC(C)C)N(Cc1ccccc1)S(=O)(=O)N(Cc1ccccc1)[C@@H](CC(C)C)C(=O)OC	-0.2
CC[C@@H]1C/C=C\Cc2ccccc2[C@@H](C(=O)C[C@@H](O)CC(C)=O)OC1=O	-1.3
N#Cc1ccc(NC(=O)COC(=O)c2ccc(F)c(S(=O)(=O)N3CCOCC3)c2)cc1	-0.9
CC(C)Oc1ccc(S(=O)(=O)N2CCCCC2)cc1NC(=O)CN1CCCC1c1cccs1 (stereo not drawn)	-1.1
CC(=O)Nc1ccc(S(=O)(=O)NCCC(=O)N2CCC(Cc3ccccc3)CC2)cc1	-0.2
CC(=O)c1cccc(NC(=O)C(C)OC(=O)CN2C(=O)NC(C)(C)C2=O)c1 (stereo not drawn)	-1.9
C[C@]12C=C[C@H](O)CC1=CCC1C2CC[C@@]2(C)C1CCC21OCCO1 (stereo partly drawn)	0.9
COc1ccc(C2=Nn3c(nnc3-c3ccccc3Cl)SC2)cc1OC1CCCC1	-1.2
CC(=O)Nc1ccc(S(=O)(=O)NCCC(=O)NCCCc2ccccc2)cc1	-0.3
COc1ccc(NC(=O)COC(=O)CN2C(=O)NC(C)(C)C2=O)cc1	-0.9
CC(=O)c1cccc(OCC(=O)N(C)CC(=O)NCc2ccco2)c1	-0.7
Cc1cc(C)n(CC(=O)NNC(=O)COc2ccc(Br)cc2F)n1	-1.2

The listing continues:
SMILES	STK33 kinase inh
Nc1nnc(SCC(=O)Nc2nnc(-c3ccccc3)o2)s1	-2.7
COc1ccc(N2C(=O)CC(c3ccccc3)CC2=O)cc1	0.0
CCN(Cc1nc2ccccc2c(=O)[nH]1)C(=O)COc1ccccc1-c1ccccc1	-1.0
COc1cc(C(=O)NNC(=O)C2CSC3(C)CCC(=O)N23)cc(OC)c1OC (stereo not drawn)	10
COc1cccc(C(=O)N(C)Cc2c(C)nn(C3CCS(=O)(=O)C3)c2C)c1 (stereo not drawn)	-1.0
CCC1Nc2ncnc(N3CCOCC3)c2N(Cc2ccc(Cl)cc2)C1=O (stereo not drawn)	0.7
CSCCC(NC(=O)c1ccccc1)C(=O)N1CCN(C(=O)c2ccccc2)CC1 (stereo not drawn)	-0.8
CCN(C(=O)COC(=O)c1cccnc1)c1cccc2ccccc12	-2.1
CCN(C(=O)COC(=O)c1ccc(=O)n(Cc2ccccc2)n1)C1CCCCC1	0.2
COc1ccc(S(=O)(=O)Nc2ccc3c(c2)C(=O)N([C@H](C)CO)C[C@H](C)[C@@H](CN(C)C(=O)Nc2ccccc2)O3)cc1	-2.7
Cc1ccc(S(=O)(=O)N2CCCCC2)cc1NC(=O)Cc1cccs1	-3.9
C=CCn1c(SCC(=O)c2ccc(O)c(O)c2)nnc1-c1cccc(OC)c1	-1.0
COC(=O)[C@H](Cc1ccccc1)NC(=O)Cn1ccc(NC(=O)OCc2ccccc2)nc1=O	-0.9
CCOc1ccccc1NC(=O)C(c1ccccc1)N1CCN(CC(=O)N2CCCC2)CC1 (stereo not drawn)	-1.7
Nn1c(SCC(=O)Nc2nccs2)nnc1-c1cccnc1	-1.2
COc1ccc(C2=NN(C(=O)CSc3nccn3C)C(c3ccco3)C2)cc1 (stereo not drawn)	0.0
CC(=O)N1CCN(CC(=O)Nc2cccc(S(=O)(=O)N3CCCCC3)c2)CC1	-0.4
COc1ccc2cc(C=O)n(C)c2c1	-3.0
O=C1NC(Cc2ccccc2)c2nc3cc(Cl)ccc3c(=O)n2-c2ccccc21 (stereo not drawn)	0.3
O=C(COC(=O)Cc1c[nH]c2ccccc12)Nc1ccccc1C(F)(F)F	-1.3
COC(=O)C1CCN(CC(=O)N(C)c2c(N)n(Cc3ccccc3)c(=O)[nH]c2=O)CC1	-0.2
CCN(CC(=O)Nc1ccc2c(c1)OCCO2)C(=O)c1ccc(CS(C)(=O)=O)cc1	0.9
CC(C)CN(C(=O)COc1ccc([N+](=O)[O-])cc1)c1c(N)n(CC(C)C)c(=O)[nH]c1=O	-1.0
COc1ccc(CNC(=O)CN(C)S(=O)(=O)c2ccc3c(c2)OCCO3)cc1OC	-0.5
O=C(Cn1nnc(-c2ccccc2)n1)NC(=O)NC1CCCC1	-2.0
CC(C)Oc1cc2ccccc2cc1CNC[C@H]1O[C@@H](n2cnc3c(N)ncnc32)[C@H](O)[C@@H]1O	-1.0
N#CCCN(C(=O)COC(=O)/C=C/c1cccs1)c1ccccc1	-1.1
COc1ccc(S(=O)(=O)N2CCN(C(=O)CCNC(=O)c3ccccc3Cl)CC2)cc1	0.3
N#CC1(NC(=O)COC(=O)C2=COCCO2)CCCCC1	-0.9
Cc1cc(C)c(OCC(=O)NCC2COc3ccccc3O2)c(C)c1 (stereo not drawn)	-0.7
Cc1ccsc1CN(C)C(=O)CN1C(=O)NC2(CCCCC2C)C1=O (stereo not drawn)	2.9
Cc1ccc(S(=O)(=O)NCCC(=O)NC2CCCCCC2)cc1C	0.0
Cc1ccccc1C(=O)NC(CC(C)C)C(=O)NCC(C)(C)N1CCOCC1 (stereo not drawn)	-0.7
CCCNC(=O)C(Cc1cccc(C#N)c1)NC(=O)c1cccc([N+](=O)[O-])c1 (stereo not drawn)	-1.1
CCOC(=O)c1c(C)[nH]c(C)c1C(=O)COC(=O)/C=C/c1ccco1	-1.0
CC(C)NC(=O)N(C)C[C@H]1Oc2ccc(NS(=O)(=O)c3ccc(Cl)cc3)cc2CC(=O)N([C@@H](C)CO)C[C@@H]1C	0.3
COc1ccc(CC(=O)OCC(=O)c2c(N)n(C)c(=O)n(C)c2=O)cc1OC	-0.1
COc1ccc(-c2oc(=O)c3cc(OC)c(OC)cc3c2/C=C/c2cccc([N+](=O)[O-])c2)cc1	-2.5
CCOC(=O)C(C)C(C)=O (stereo not drawn)	0.0
O=C(OCC(=O)c1ccccc1)C1=NN(c2ccccc2)C(=O)CC1	-1.9
CCN(C(=O)CSc1nnc(-c2ccc(OC)cc2)n1C(C)C)C1CCS(=O)(=O)C1 (stereo not drawn)	-1.2
O=C1CCN(S(=O)(=O)c2cc(C(F)(F)F)ccc2Cl)CC1	-1.8
O=C(COC(=O)c1ccc(O)cc1)c1ccc(S(=O)(=O)N2CCCCC2)cc1	-1.0
COc1ccc(CC(=O)Nc2ccc(S(=O)(=O)N3CCCC3)cc2)cc1OC	0.0
CC(C)(C)OC(=O)CNC(=O)c1[nH]cnc1C(=O)NC1CCNCC1	-0.3

A section from further up, for reference:
SMILES	STK33 kinase inh
CCOC(=O)c1c(C)[nH]c(C)c1C(=O)COC(=O)/C=C/c1ccco1	-1.0
CC(C)NC(=O)N(C)C[C@H]1Oc2ccc(NS(=O)(=O)c3ccc(Cl)cc3)cc2CC(=O)N([C@@H](C)CO)C[C@@H]1C	0.3

More results follow.
SMILES	STK33 kinase inh
CN(C(=O)c1ccc(NC(=O)Cc2ccc(NC(=O)C3CCN(C(=O)c4ccccc4)CC3)cc2)cc1)C1CC1	0.0
COc1cc(/C=C/C(=O)OCC(=O)Nc2cc(S(=O)(=O)N3CCOCC3)ccc2Cl)cc(OC)c1OC	0.5
C=CCn1c(SCC(=O)Nc2cc(C)on2)nnc1-c1ccccc1F	-0.5
NC1=NC(=O)/C(=C/c2ccccc2OCC(=O)Nc2ccc(F)cc2)S1	2.0
CC1CC(C)CN(C(=O)COC(=O)c2ccc3ccccc3n2)C1 (stereo not drawn)	0.8
Cc1ccccc1-c1cc(C(=O)NCc2cccc(C(F)(F)F)c2)n(CC2CC(c3cccnc3)=NO2)n1 (stereo not drawn)	-1.8
CSCCC(NC(=O)c1ccccc1Cl)C(=O)N1CCCCC1 (stereo not drawn)	-1.1
C[C@H](CO)N1C[C@H](C)[C@@H](CN(C)Cc2ccc(Oc3ccccc3)cc2)Oc2ccc(NC(=O)Cn3cnnn3)cc2C1=O	-0.5
Cc1nn(CC(=O)N(C)C)c(C)c1S(=O)(=O)N1CCOCC1	1.0
COc1ccc(NC(=O)C2CCN(S(=O)(=O)c3cccs3)CC2)cc1OC	-0.8
C=C(C)[C@H]1CC=C(C)C(=O)C1	-0.2
O=S(=O)(NCCOc1ccccc1F)c1cccc(Br)c1	0.0
CCCc1cc(=O)[nH]c(SCC(=O)Nc2ccc(N3CCCCC3)cc2)n1	-0.2
O=C(Nc1cccc(C(F)(F)F)c1)C1CC(=O)N(CCc2ccccc2)C1 (stereo not drawn)	-0.8
CC(NC(=O)CN(Cc1ccccc1)S(=O)(=O)c1ccccc1)c1cccnc1 (stereo not drawn)	0.6
Cc1cc(C(=O)NNC(=O)c2ccc(Cl)c(S(N)(=O)=O)c2)c(C)o1	-0.1
O=C(Cc1cccc(NC(=O)C2CCN(C(=O)CCc3ccccc3)CC2)c1)Nc1cccc(C(=O)N2CCCC2)c1	-1.0
CCOC(=O)c1ccccc1NC(=O)COC(=O)CCC1CCCC1	1.0
CC(C)NC(=O)N(C)C[C@@H]1Oc2c(NC(=O)Nc3ccccc3)cccc2C(=O)N([C@H](C)CO)C[C@H]1C	-1.2
Cc1ccc(-c2csc3ncnc(N4CCN(S(=O)(=O)c5cccs5)CC4)c23)cc1	-1.1
O=S(=O)(Nc1cc(S(=O)(=O)N2CCOCC2)ccc1NCC1CCCO1)c1ccc(F)cc1 (stereo not drawn)	-1.3
CCOC(=O)N1CCN(C(=O)c2ccc(S(=O)(=O)Nc3ccccc3)cc2)CC1	0.5
CC(=O)c1cccc(NC(=O)COc2cc(C)on2)c1	-0.1
C[C@H](CO)N1C[C@H](C)[C@@H](CN(C)S(C)(=O)=O)Oc2ccc(NS(=O)(=O)c3ccccc3)cc2C1=O	-0.3
CC(Oc1ccccc1)C(=O)Nc1nc(-c2ccncc2)cs1 (stereo not drawn)	-0.7
Cc1ccc(NC(=O)CN(C)C(=O)COc2ncnc3ccc(Br)cc23)cc1	0.0
O=C(NCc1ccccc1)c1cccc2c1C(=O)c1ccc(/C=C/c3ccccc3)cc1S2(=O)=O	-0.1
COc1ccc(-c2nn(-c3ccccc3)cc2C(=O)NC2CC2)cc1	-0.3
O=C(c1cccc(S(=O)(=O)N2CCCCC2)c1)N1CCN(Cc2ccccc2)CC1	-0.4
Cc1ccc2c(c1)C(=O)N1[C@H]3c4cc(Cl)ccc4OC[C@@H]3[C@H](c3ccccc3)[C@]1(C)C(=O)N2	0.6
O=S(=O)(NC1=NCCCCC1)c1ccc(Cl)cc1Cl	-0.8
O=S(=O)(NCc1ccccc1)[C@@H]1CC2C=CC1C2 (stereo partly drawn)	-0.7
CC(C)(C)OC(=O)N[C@@H](C(=O)OC(C)(C)C)c1ccc(Br)cc1	-0.8
COc1ccc(NC(=O)Nc2cccc3c2O[C@H](CN(C)C(=O)Nc2ccc(OC)cc2)[C@@H](C)CN([C@H](C)CO)C3=O)cc1	-0.4
CCCSc1ccc([C@@H]2[C@H]3C(=O)N(C)C(=O)[C@H]3[C@]3(C(=O)OC)CCCN23)cc1OC	0.3
Cc1ccc(S(=O)(=O)N(C)c2ccc(OC(=O)c3cccs3)cc2)cc1	0.3
CCCCn1c(N)c(N(CC(C)C)C(=O)c2ccc([N+](=O)[O-])o2)c(=O)[nH]c1=O	-0.3

The list is partial; rates above refer to the full screens.
